Tau ThT inhib: tau fibrillization inhibition (ThT binding). recombinant tau K18 P301L (four-repeat tau fragment), heparin-induced fibrillization, ThT fluorescence. Potency, µM (highest dose often 57.4 µM), for the others: top-dose activity, negative = inhibition, hits mostly inhibitors. 2.1% of 270,000 active. AID 1460; note: nearly all actives have a fitted effect of over 55% in size
Target sequence (P10636 561-689 P618L limits assumed): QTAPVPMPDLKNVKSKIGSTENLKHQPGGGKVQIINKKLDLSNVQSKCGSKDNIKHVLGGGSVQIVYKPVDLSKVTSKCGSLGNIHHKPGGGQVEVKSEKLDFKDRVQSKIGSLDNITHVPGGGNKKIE
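Aggregation was driven by heparin (20 uM final) acting on recombinant tau […] bearing P301L in 100 mM sodium acetate pH 7; fibrils were detected with Thioflavin T.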
KDM4E inh: inhibitors of human JMJD2E histone demethylase. 1.6% of 230,000 active. JMJD2E catalytic domain, FDH-coupled NADH fluorescence (FDH is formaldehyde dehydrogenase). Potency, µM (titrated, usually from 57.1 µM), for the others: at the highest dose activity change, negative = inhibition, most hits filed as inhibitors. B2RXH2; active = well fitted inhibition curve with a large enough effect, not every such curve was filed as active; inconclusive = small, poorly fitted or top-dose-only effect, or another doubt; inactive = no such curve, though single readings can be large or run the other way;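 note: 0% = wells with enzyme and -100% = buffer wells without enzyme; nearly all actives have a fitted effect of over 50% in size; many of its hits are not listed in these tables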
Target sequence (B2RXH2 1-337 limits assumed): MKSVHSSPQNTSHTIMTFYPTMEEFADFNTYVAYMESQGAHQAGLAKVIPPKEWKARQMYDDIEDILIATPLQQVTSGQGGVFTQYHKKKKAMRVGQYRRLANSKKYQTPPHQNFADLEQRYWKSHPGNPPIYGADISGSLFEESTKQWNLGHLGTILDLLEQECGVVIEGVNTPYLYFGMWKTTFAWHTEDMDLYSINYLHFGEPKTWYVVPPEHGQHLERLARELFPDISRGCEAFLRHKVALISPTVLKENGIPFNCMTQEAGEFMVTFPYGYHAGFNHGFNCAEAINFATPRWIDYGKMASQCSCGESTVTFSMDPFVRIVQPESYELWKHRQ
Tau FP inhib: tau fibrillization inhibition (FP); K18 P301L tau heparin fibrillization, Alexa594 FP, 6 h; 0.39% of 280,000 active; Potency, µM (top dose mostly 57.7 µM), without a hit: top-dose activity, negative = inhibition, usual class: inhibitors; P10636; note: nearly all actives have a fitted effect of over 55% in size
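Human K18 P301L fragment (15 uM unlabeled plus 0.24 uM Alexa 594-labeled) in 100 mM sodium acetate pH 7 with compound, aggregation induced by 20 uM heparin for 6 hr at 37 C. ThT (30 uM) added for 1 hr, then Alexa 594 FP read.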
L3MBTL1 block: L3MBTL1 (human) inhibition; Q9Y468; AlphaScreen L3MBTL1–H3K9me1 peptide binding; Potency, µM (highest dose often 57.1 µM), for inactives: at the highest dose activity, negative = inhibition, actives largely listed as inhibitors; 0.66% of 230,000 active; AID 485360; note: nearly all actives have a fitted effect of over 60% in size
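L3MBTL1 (50 nM) pre-complexed 30 min with biotinylated H3(1-15)K9me1 peptide (75 nM), then compounds added for 30 min at room temperature; AlphaScreen streptavidin donor/nickel chelate acceptor beads (10 ug/mL final) read after 30 min dark incubation.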
TR SRC2 fluor cs: Texas Red fluorescence interference in TRb-SRC2 counter-screen | TRb/SRC2 Texas Red total fluorescence interference | Potency, µM (series often up to 106 µM), for the others: at the highest dose fluorescence change, negative = quenching | 0.29% of 280,000 active; active = well fitted curve in either direction with a large enough effect; inconclusive = small, poorly fitted or top-dose-only effect
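Human TRβ ligand-binding domain (0.6 uM) and Texas Red SRC2 peptide (20 nM) in Tris buffer with 1 uM T3 and 5% DMSO were incubated with pinned compound for 5 hr at ambient temperature. Total fluorescence was computed as S + 2P (555/632 nm).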
TRb-SRC2 inh: TRbeta-SRC2 interaction inhibition. P10828. TRbeta-SRC2 peptide binding, fluorescence polarization; receptor liganded with 1 µM T3. Potency, µM (doses to about 106 µM), without a hit: top-dose activity change, negative = inhibition, hits mostly inhibitors. 0.065% of 280,000 active. AID 1469;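 note: plate controls were bound peptide for no effect and peptide without receptor for full effect; nearly all actives have a fitted effect of over 50% in size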
Target sequence (P10828 whole entry, looked up): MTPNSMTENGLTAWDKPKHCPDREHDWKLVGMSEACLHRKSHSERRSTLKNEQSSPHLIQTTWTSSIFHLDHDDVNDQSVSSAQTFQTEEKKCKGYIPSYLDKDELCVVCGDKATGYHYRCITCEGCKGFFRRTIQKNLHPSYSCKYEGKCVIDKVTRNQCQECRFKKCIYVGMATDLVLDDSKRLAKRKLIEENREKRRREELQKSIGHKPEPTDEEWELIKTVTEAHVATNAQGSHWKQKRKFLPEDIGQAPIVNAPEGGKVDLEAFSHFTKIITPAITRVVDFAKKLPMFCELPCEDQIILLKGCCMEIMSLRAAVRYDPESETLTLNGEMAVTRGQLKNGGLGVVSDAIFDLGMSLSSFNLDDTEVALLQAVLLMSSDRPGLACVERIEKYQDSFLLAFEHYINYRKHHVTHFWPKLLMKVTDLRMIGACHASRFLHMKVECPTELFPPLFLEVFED
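Human TRb ligand-binding domain (0.6 uM) is mixed with 20 nM Texas Red SRC2 peptide and 1 uM T3; after compound addition and 5 hr at ambient temperature, polarization is measured and normalized to unbound and bound controls.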
RGS12 GoLoco inh: inhibitors of human Gai1-RGS12 GoLoco interaction (red fluorophore); 0.44% of 230,000 active; Potency, µM (series often up to 61.6 µM), inactives show at the top dose activity, negative = inhibition, actives largely listed as inhibitors; Gai1:RGS12 GoLoco peptide FP, rhodamine, 10 min; AID 880; P63096; active = well fitted inhibition curve with a large enough effect, not every such curve was filed as active; inactive = no such curve, though single readings can be large or run the other way; note: nearly all actives have a fitted effect of over 30% in size; many of its hits are not listed in these tables
RECQ1 inh: blocks DNA unwinding by human RECQ1. P46063. RECQ1 DNA unwinding, red fluorescence kinetic read. Potency, µM (titrated, usually from 57.3 µM), for inactives: top-dose activity, negative = inhibition, usual class: inhibitors. 0.54% of 240,000 active. AID 2549;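 note: plate controls were vehicle for no effect and no enzyme for full effect; nearly all actives have a fitted effect of over 30% in size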
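RECQ1T1 50 nM; forked duplex (20 bp + 30-nt ss tails) 200 nM, ATP 2 mM final; pH 8.0, 2 mM MgCl2, 2.5 ug/ml poly(dI-dC); 15 min compound preincubation; discontinuous kinetic read over 2 h at RT.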
Starred values were filed as active, the others as inactive; i = inactive; ? = inconclusive; / = no result given; & = joins results of further samples; [ ] = another dose, or the depositor's remark. Unless noted, calls come from the whole dose curve; as a rule, active = well fitted curve in the direction sought with a large enough effect; inconclusive = small, poorly fitted or top-dose-only effect, or another doubt; inactive = no such curve, though single readings can be large; an effect the other way counts as inactive or inconclusive. Unless noted, % is set by controls: 0 for no effect and ±100 for the full control effect; potency is the fitted concentration of half-maximal effect. The list is partial. The share of hits here may be higher or lower than overall.

SMILES	Tau ThT inhib	KDM4E inh	Tau FP inhib	L3MBTL1 block	TR SRC2 fluor cs	TRb-SRC2 inh	RGS12 GoLoco inh	RECQ1 inh
O=C(NC1CCCCC1)C(c1ccc(O)cc1)N(CC1CCCO1)C(=O)C1COc2ccccc2O1 (stereo unspecified)	-23.2%	4.1%	-8.3%	/	-1.0%	-3.8%	-5.3%	-8.9%
O=C(O)CC(NC(=O)c1cccc([N+](=O)[O-])c1)c1ccc2c(c1)OCO2 (stereo unspecified)	-4.8%	-4.0%	4.3%	/	-1.8%	-8.4%	0.9%	-3.5%
COc1ccccc1-n1c(=O)c2c3c(sc2n2c(=S)[nH]nc12)CCC3	-9.4%	-16.7%	10.8%	-4.3%	-1.8%	-1.8%	-38.5%	-4.9%
CCN(CC)S(=O)(=O)c1ccc2oc(C(=O)NCc3ccc(C)cc3)c(C)c2c1	-17.2%	-5.1%	1.9%	/	0.8%	0.3%	7.2%	-3.9%
Cc1c(C(=O)NCCN2C(=O)S/C(=C\c3cccnc3)C2=O)cccc1[N+](=O)[O-]	?	-2.2%	-1.1%	6.1%	-2.5%	-2.0%	7.4%	-6.4%
O=c1[nH]ncc(NCc2ccc(Cl)cc2)c1Cl	7.6%	-1.5%	4.8%	-0.8%	-4.9%	5.7%	7.0%	21.0%
O=[N+]([O-])c1cc(S(=O)(=O)CCCN2CCOCC2)ccc1F	?	-11.8%	-12.1%	0.1%	-0.3%[53 µM]	5.1%[53 µM]	9.8%	-5.4%
CCC(=O)N1CCCc2cc(S(=O)(=O)N3CCC(C(=O)Nc4ccc(F)c(F)c4)CC3)ccc21	1.3%	/	-12.8%	/	2.0%	-7.0%	/	/
CCC(=O)OCC(=O)Nc1cc(C)c(C)cc1[N+](=O)[O-]	-1.8%	-3.0%	-4.0%	-2.8%	-2.9%	-2.7%	-1.7%	?
Cc1ccc(-c2nnn(CC(=O)N(c3cnc4ccccc4c3)C(C(=O)NC3CCCC3)c3ccncc3)n2)o1 (stereo unspecified)	-5.9%	-24.5%	-11.2%	-5.2%	-5.6%	-1.3%	8.7%	i
CCOC(=O)N1CCN(S(=O)(=O)N2CCCC(C(=O)NCc3cccc(OC)c3)C2)CC1 (stereo unspecified)	8.9%	/	-3.1%	/	-0.3%	0.5%	/	/
COc1cccc(CNC(=O)CCCn2ncn3c(cc4occc43)c2=O)c1OC	-4.0%	/	-2.6%	/	-4.0%	3.8%	/	/
O=S(=O)(Nc1ncccn1)c1ccc(NC(=S)NCc2cccnc2)cc1	-1.9%	2.0%	3.0%	7.5%	-0.6%	-9.0%	10.5%	-0.7%
COc1ccc2oc3ccccc3c(=O)c2c1	8.4%	-1.6%	-3.6%	-29.1%	-1.4%	-3.7%	3.0%	i
Cc1ccc(S(=O)(=O)/C(C#N)=C/c2c(N3CC(C)OC(C)C3)nc3ccccn3c2=O)cc1 (stereo unspecified)	-16.4%	-0.8%	-13.6%	-4.3%	-9.0%	-0.6%	-5.6%	-13.9%
N#CCCn1cc(/C=N/O)c(-c2ccccc2)n1	5.0%	-0.8%	0.4%	/	2.4%	-13.9%	2.5%	-8.4%
CCN1CCN(CC(O)COCCOc2ccc(Br)cc2)CC1 (stereo unspecified)	5.9%	-5.1%	12.0%	44.7%[activator]	2.8%	-5.7%	-7.7%	1.7%
O=C(c1cccnc1)C1CCCN(Cc2nc(Cc3ccccc3)no2)C1 (stereo unspecified)	-13.6%	-7.1%	0.0%	2.9%	0.2%	-3.1%	1.1%	i
CCCCN(C(=O)Nc1ccc(OCC)cc1)C1CCN(C(C)=O)CC1	4.4%&-16.0%	13.3%	1.8%&-3.2%	-5.7%	-4.0%&0.2%	7.0%&7.9%	-11.6%	-10.0%
Cc1nc(Nc2ccc(S(=O)(=O)N3CCCC3)cc2)c2nnn(Cc3ccccc3)c2n1	4.4%	-1.7%	10.2%	0.0%	-1.2%	16.7%	8.0%	8.0%
COc1cc(NC(=O)c2ncn(-c3ccccc3)n2)cc(OC)c1	?	/	-6.7%	/	-1.9%	3.6%	/	/
CCOC(=O)c1ccc(NS(=O)(=O)c2cn(C)c(C)n2)cc1	0.6%	/	-6.3%	/	-3.6%	-1.6%	/	/
Cc1cccc(Nc2nc(N)c([N+](=O)[O-])c(N3CCCC(C)C3)n2)c1 (stereo unspecified)	?	3.3%	0.8%	31.6µM*	0.4%	5.9%	0.9%	-8.3%
COc1ccc(CCN2CC(C(=O)NCc3ccco3)CC2=O)cc1OC (stereo unspecified)	-8.2%	0.4%	0.6%	/	-0.5%	3.6%	10.2%	-12.2%
Cc1ccc(S(=O)(=O)N=S(CCO)CCO)cc1	1.5%	8.2%	0.4%	8.3%	0.6%	8.1%	1.9%	?
Cc1ccccc1C1C=C(c2ccc(Cl)cc2)Nc2nnnn21 (stereo unspecified)	4.6%	/	2.1%	/	1.7%	-2.4%	/	/
Cc1cc(NC(=O)c2cccc(COc3ccc(Br)cc3)c2)no1	6.5%	3.8%	2.4%	-7.2%	-0.7%	-4.3%	6.5%	4.2%
O=C1NC2(CCCC2)Oc2ccccc21	-3.9%	2.5%	0.6%	/	-0.1%	7.5%	5.5%	-4.5%
O=C(CN1C(=O)CC(c2ccccc2)Sc2ccccc21)NCC1CCCO1 (stereo unspecified)	1.5%	3.0%	0.0%	/	-2.5%	-2.2%	10.7%	-10.0%
COc1ccc(CCNC(=O)Cn2c(=O)[nH]c3ccsc3c2=O)cc1OC	0.2%	5.3%	9.8%	-10.5%	1.9%	7.8%	8.3%	i
COc1ccc(C(=O)Nc2ccc(-c3nc4cc(C)ccc4o3)c(O)c2)cc1	-16.8%	/	-5.1%	/	-8.5%	1.8%	/	/
Cn1c(=O)c2c(-c3ccccc3)n3c(c2n(C)c1=O)C(c1cc(Cl)ccc1O)Nc1ccccc1-3 (stereo unspecified)	8.5%	/	-4.5%	/	-1.0%	-1.8%	/	/
O=C(Cn1ncc2c(=O)oc3ccccc3c21)N1CCN(c2ccc(Cl)cc2)CC1	3.5%	/	-8.9%	/	-0.8%	-1.6%	/	/
CCOc1ccc(-c2nc(CSCC(=O)N3CCN(C(=O)c4ccco4)CC3)c(C)o2)cc1	?	-7.7%	-12.4%	3.0%	0.0%	-3.8%	5.3%	-9.9%
C/C(=N\OCC(=O)Nc1ccccc1C(C)(C)C)c1ccc2c(c1)OCCO2	-17.5%	2.4%	-0.5%	9.7%	-3.1%	-10.5%	-11.5%	-7.5%
O=[N+]([O-])c1cc2c(cc1/C=N/n1c(-c3ccccn3)n[nH]c1=S)OCO2	?	-10.5%	-7.0%	?	-5.5%	6.0%	-2.5%	-4.1%

Full records, quoted from the list. Screens in order: Tau ThT inhib	KDM4E inh	Tau FP inhib	L3MBTL1 block	TR SRC2 fluor cs	TRb-SRC2 inh	RGS12 GoLoco inh	RECQ1 inh
Cn1c(=O)c2c(-c3ccccc3)n3c(c2n(C)c1=O)C(c1cc(Cl)ccc1O)Nc1ccccc1-3 (stereo unspecified) is entered as 8.5%	/	-4.5%	/	-1.0%	-1.8%	/	/
C/C(=N\OCC(=O)Nc1ccccc1C(C)(C)C)c1ccc2c(c1)OCCO2 is entered as -17.5%	2.4%	-0.5%	9.7%	-3.1%	-10.5%	-11.5%	-7.5%
CCOc1ccc(-c2nc(CSCC(=O)N3CCN(C(=O)c4ccco4)CC3)c(C)o2)cc1 is entered as ?	-7.7%	-12.4%	3.0%	0.0%	-3.8%	5.3%	-9.9%

Remaining list, next part:
SMILES	Tau ThT inhib	KDM4E inh	Tau FP inhib	L3MBTL1 block	TR SRC2 fluor cs	TRb-SRC2 inh	RGS12 GoLoco inh	RECQ1 inh
Cn1c(=O)c2ncn(CC(=O)Nc3ccc(N4CCOCC4)cc3)c2n(C)c1=O	-6.8%	2.4%	4.8%	/	0.6%	-18.7%	6.3%	i
Cn1cnnc1SCC(=O)Nc1ccc2nc(SCc3ccccc3)sc2c1	0.2%	-0.5%	?	/	3.1%	-9.8%	-26.0%	i
CC1(C)Cc2nc3oc4c(NCCCN5CCOCC5)ncnc4c3cc2CO1	1.9%	?	3.1%	4.3%	-2.8%	0.8%	-0.7%	i
Cc1ccc2oc3c(c(=O)c2c1)C(c1ccccc1F)N(CCCN(C)C)C3=O (stereo unspecified)	2.5%	/	-1.1%	/	-28.0%	-1.4%	/	/
Cc1cc(C(C)(C)C)ccc1OCCCCN1CCCC1	4.5%	?	12.3%	-21.6%	2.8%	-0.6%	-10.2%	?
CC(C)(C)c1cc(C(=O)NNC(=O)c2ccc(Cl)cc2)no1	-12.0%	-1.2%	-0.3%	-1.0%	-8.0%	0.0%	5.6%	-3.6%
COc1ccc(-n2cc(CNCc3cccnc3)c(-c3cccc(F)c3)n2)cc1	-12.0%	?	-9.2%	-8.8%	-2.0%	-0.6%	13.9%	-16.2%
CCOC(=O)C1=C(O)/C(=C/c2ccc(CNC(=O)C(=O)Nc3ccc(C)cc3)o2)N=C1C	?	-14.6%	2.4%	/	2.8%	7.2%	31.7%[activator]	-10.5%
COc1ccc(OC)c(C2CC(=O)c3c([nH]c(C(=O)OCC4CCCCC4)c3C)C2)c1 (stereo unspecified)	?	/	-12.7%	/	-0.1%	6.4%	/	/
Cc1ccc(/C=N\NC(=O)/C(=C\Nc2nccc(C)n2)NC(=O)c2ccccc2)cc1	/	5.4%	0.0%	/	-2.9%	-4.5%	5.1%	i
O=C(NCC1(c2ccccc2)CCCC1)c1ccc(Br)cc1	-7.3%	-2.9%	2.4%	34.3%[activator]	-0.8%	3.7%	2.5%	11.1%
COc1ccccc1NCCC(=O)OCC(=O)NC1CCCC(C)C1C (stereo unspecified)	-14.7%	-8.3%	12.2%	-5.5%	-1.3%	3.2%	-17.0%	-1.7%

Compound activity deposited in PubChem BioAssay by National Center for Advancing Translational Sciences (NCATS).
